Screening results from PubChem BioAssay.
PhoP GFP inhibition: PhoP regulon inhibitors, Salmonella typhi PhoP promoter GFP reporter, confirmatory (AID 1850); Salmonella Typhi PhoP-promoter GFP reporter, fluorescence, 4 h; higher % means a stronger effect; one-dose inhibition, % at 50 µM; IC50 in µM for titrated hits; 0.33% of 310,000 active; in the data active = a potency from the dose series; inconclusive = inhibition mostly from about 25% at the one dose, without a potency; inactive = the rest, 99 in 100 with inhibition below about 19%;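 also: 0% = induced wells with vehicle and 100% = uninduced wells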
tuberculosis growth: growth inhibition of non-replicating M. tuberculosis (AID 488890). Mycobacterium tuberculosis non-replicating, growth inhibition; higher % means a stronger effect. inhibition, % at 25 µM; hits with a dose series show IC50 in µM. 0.39% of 320,000 active; in the data active = a potency from the dose series; inconclusive = inhibition mostly from about 82% at the one dose, without a potency; inactive = the rest, 99 in 100 with inhibition below about 76%;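 also: plate controls were DMSO cells for no effect and high antibiotic wells for full effect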
inhibitors of VEEV: inhibitors of VEEV TC-83 cytopathic effect, confirmation, Vero cells (AID 588727) | 0.13% of 350,000 active | one-dose inhibition, % at 20 µM; IC50 in µM for titrated hits | Vero cells, VEEV TC-83 cytopathic effect inhibition; higher % means a stronger effect; in the data active = a potency from the dose series; inconclusive = inhibition mostly from about 14% at the one dose, without a potency; inactive = the rest, 99 in 100 with inhibition below about 12%; also: strong numbers were not always called active
M. tuberculosis HTS: M. tuberculosis growth inhibition, HTS (AID 449762); 0.59% of 330,000 active; M. tuberculosis H37Rv growth inhibition, 7H9 media; higher % means a stronger effect; inhibition, % at 25 µM, or IC50 in µM where a hit was titrated; in the data active = a potency from the dose series; inconclusive = inhibition above about 70% without an active follow-up result;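 also: bacterial growth assessed after seven days of incubation; strong numbers were not always called active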
influenza NS1A: H1N1 influenza NS1A inhibitors, functional cell based assay (AID 504329); 0.3% of 340,000 active; one-dose inhibition, % at 12.5 µM; IC50 in µM for titrated hits; NS1A functional cell-based assay, percent inhibition; higher % means a stronger effect; in the data active = a potency from the dose series; inconclusive = inhibition above about 27% without an active follow-up result; also: strong numbers were not always called active
inhibitors of VEEV 10K pilot screen: recorded beside inhibitors of VEEV, whose call it bears; inhibition, %; measured here: 10K pilot screen inhibition
Active calls of the source: *; i = inactive; ? = inconclusive; . = not tested or not shown; & = joins results of further samples. This is a random part of the collection; any-hit rate near 1.5%.

The first 4 entries as a preview:
SMILES	PhoP GFP inhibition	tuberculosis growth	inhibitors of VEEV	M. tuberculosis HTS	influenza NS1A	others
CCc1ccccc1NC(=O)Cn1nnc(C(=O)NCc2cccc(OC)c2)c1N	-6%	-10%	0.8%	-3%	-4%
Cc1cc(N(C(=O)c2ccco2)C(C(=O)NC2CCCCC2)c2ccccc2)ccc1-n1cnnn1 (centres undefined)	-7%&12%	17%	0.2%	1%	-3%
COc1ccc(OCCN(C)CC(=O)Nc2ccccc2SC)cc1	-30%	10%	0.4%	36%	7%
CCOC(=O)c1cc(C)nc(S(C)(=O)=O)c1C#N	5%	6%	9.8%	5%	-5%

All compounds of this part, from the first entry:
SMILES	PhoP GFP inhibition	tuberculosis growth	inhibitors of VEEV	M. tuberculosis HTS	influenza NS1A	others
CCc1ccccc1NC(=O)Cn1nnc(C(=O)NCc2cccc(OC)c2)c1N	-6%	-10%	0.8%	-3%	-4%
Cc1cc(N(C(=O)c2ccco2)C(C(=O)NC2CCCCC2)c2ccccc2)ccc1-n1cnnn1 (centres undefined)	-7%&12%	17%	0.2%	1%	-3%
COc1ccc(OCCN(C)CC(=O)Nc2ccccc2SC)cc1	-30%	10%	0.4%	36%	7%
CCOC(=O)c1cc(C)nc(S(C)(=O)=O)c1C#N	5%	6%	9.8%	5%	-5%
COC(=O)CC(NC(=O)CN1CCN(c2ccc(F)cc2)CC1)c1cccc(F)c1 (centres undefined)	-9%	-6%	0.1%	-6%	-21%
CCCOc1ccc(C2=CC(=O)C[C@H](c3ccc(OC)cc3)C2)cc1	.	72%	3.5%	?	6%
COC(C(=O)NC1CC1)c1ccccc1 (centres undefined)	-2%	2%	i	1%	-7%
COc1ccc(CCn2c(N)cc(=O)[nH]c2=O)cc1OC	-5%	28%	i	0%	-10%
c1ccc(-c2[nH]ncc2CN2CCc3ccccc3C2)cc1	3%	6%	1.8%	-4%	6%
O=C(O)CC(c1ccccc1)n1cnnn1 (centres undefined)	5%	-12%	0.1%	0%	10%
CC1(C)Oc2c(ccc(O)c2CN2CCOCC2)C2=C1CCCC2	.	.	2.1%	.	-5%
Cc1ccsc1/C=N/NC(=O)c1cccs1	-3%	45%	2.1%	1%	-5%
Cc1cccc(Nc2sc(C(=O)c3cc4cc(Cl)ccc4o3)c(N)c2C#N)c1	-5%	-6%	i	14%	24%
COc1ccc([C@@H]2[C@@H]3C(=O)N(C(C)(C)C)C(=O)[C@@H]3[C@]3(Cc4ccc(Cl)cc4)C(=O)N(c4cccc(Br)c4)C(=O)N23)cc1	-4%	7%	i	2%	-3%
N#C/C(=C\c1cccs1)Sc1nc2ccccc2s1	14%	75%	3.7%	-2%	1%
COc1cc(C2c3cc4c(cc3C(O)C3COC(=O)C23)OCO4)cc(OC)c1OC (centres undefined)	.	.	11%	.	-20%
Cc1ccc2c(c1)C1CN(C)CCC1N2C(=O)c1ccc(Br)o1 (centres undefined)	-4%	2%	0.5%	-9%	2%
CC(=O)C1(O)CCC2C3CCC4=C(Cl)C(=O)CCC4(C)C3CCC21C (centres undefined)	.	.	0.3%	.	-2%
O=C(NO)c1cc(OCC(F)(F)F)ccc1OCC(F)(F)F	0%	-10%	0.8%	-10%	0%
CCc1nc(N2CCN(C(=O)c3ccco3)CC2)c2oc3ccccc3c2n1	-5%	32%	3.5%	2%	0%
O=C1CC(=O)N(Cc2ccccc2)C(=S)N1	-4%	-6%	2.0%	3%	-1%
Cc1cc(/C=C2\SC(N)=NC2=O)c(C)n1-c1ccc(F)cc1	-1%	16%	2.1%	-3%	4%
O=C(O)C(NC(=O)c1ccccc1)=C(Cl)Cl	-13%	6%	7.0%	4%	0%
O=C(CCc1ccccc1)NC1(Cc2ccccc2)CCN(CCCc2ccccc2)C1=O (centres undefined)	.	46%	2.8%	8%	-2%
COc1ccccc1NC(=O)CCC(=O)OCc1ccc(Cl)cc1	-4%	-16%	i	1%	-1%
CCNC(=S)NC1CC2CCC(C1)N2Cc1ccccc1 (centres undefined)	14%	8%	i	14%	-11%
CC1CCCN(CCCNC(=O)C2CCCN(c3ncnc4c3nc3n4CCCCC3)C2)C1 (centres undefined)	3%	-6%	i	8%	0%
O=C(NCCOc1ccccc1)c1ccccc1Cl	-1%	-3%	0.1%	4%	-5%
O=C(COC(=O)C1(c2ccc(F)cc2)CCCC1)NCc1ccco1	-13%	4%	i	1%	-9%
Cc1c(CN2CCc3c([nH]c4ccccc34)C2C2CCCCC2)cnn1C (centres undefined)	4%	52%	0.3%	9%	4%
CN(Cc1nc(Cc2ccccc2F)no1)Cc1cccc2ncccc12	-6%	57%	1.1%	9%	-9%
Cc1ccc(C(=O)N/C(=C\c2ccc(C(C)C)cc2)C(=O)NCCCN2CCOCC2)cc1	-16%	19%	i	4%	12%	inhibitors of VEEV 10K pilot screen=0.0
CC(=O)Nc1ccc(S(=O)(=O)Nc2ccn(Cc3ccccc3Cl)n2)cc1	.	.	3.3%	.	9%
COc1cc2[nH]c(=O)c(C(=O)NCc3ccccc3Cl)c(O)c2cc1OC	1%	4%	0.8%	-3%	-1%
c1ccc(-c2noc(CSc3nnnn3C3CCCCC3)n2)cc1	-7%	18%	4.5%	-9%	-8%
CCn1c(=N)n(CC(=O)c2cccc([N+](=O)[O-])c2)c2ccccc21	-4%	-2%	1.6%	-3%	-2%
Nc1nonc1C(=O)N/N=C/c1ccc([N+](=O)[O-])o1	-5%	5.6µM*	1.2%	?	7%
COc1ccc(C(=O)NC(=S)NNC(=O)c2cccc(C)c2)cc1	61µM*	?	24µM*	?	.
CCN1CCN(c2c(Cl)cccc2NC(=O)c2cc3ccccc3o2)CC1	-5%	21%	4.8%	9%	3%
CC(=O)c1sc(NC(=O)CCS(=O)(=O)c2ccccc2)nc1C	-1%	?	9.1%	3%	-20%

Ordered by count of non-hydrogen atoms (low to high): some entries from above.
SMILES	PhoP GFP inhibition	tuberculosis growth	inhibitors of VEEV	M. tuberculosis HTS	influenza NS1A	others
CC(=O)c1sc(NC(=O)CCS(=O)(=O)c2ccccc2)nc1C	-1%	?	9.1%	3%	-20%
c1ccc(-c2noc(CSc3nnnn3C3CCCCC3)n2)cc1	-7%	18%	4.5%	-9%	-8%
CN(Cc1nc(Cc2ccccc2F)no1)Cc1cccc2ncccc12	-6%	57%	1.1%	9%	-9%

Remaining list, next part
SMILES	PhoP GFP inhibition	tuberculosis growth	inhibitors of VEEV	M. tuberculosis HTS	influenza NS1A	others
ClC1(Cl)CC1CSc1nc2ccccc2[nH]1 (centres undefined)	2%	30%	1.5%	6%	-4%
CCOC(=O)N1CCN(C(=O)COC(=O)CSc2cc(C)c(Br)cc2C)CC1	-1%	75%	4.3%	?	-5%
Cc1nc2nc(CCNS(=O)(=O)c3ccc(Cl)cc3)cn2nc1C	5%	5%	0.0%	4%	-5%
CCc1cccc(C)c1NC(=O)C1CC(=O)N(C2CCCC2)C1 (centres undefined)	.	18%	0.2%	-6%	0%
COCCN(CC1CCCN(C2Cc3ccccc3C2)C1)C(=O)c1cccs1 (centres undefined)	10%	10%	0.8%	-2%	3%
O=C(NN1C(=O)C2C3C=CC(C3)[C@H]2C1=O)c1cccnc1 (some centres undefined)	3%	-8%	i	-5%	-5%
CC(C)N(C(=O)CSc1nn2c(=O)c(C(C)(C)C)nnc2s1)c1ccccc1	4%	9%	4.0%	0%	-7%
Cc1nnc(SCc2nnc(-c3ccccc3Br)o2)s1	-5%	2%	1.4%	5%	1%
CC(NCc1ccc(Cl)cc1Cl)C(O)c1ccccc1 (centres undefined)	-10%	-1%	0.1%	-5%	5%
CC(=O)Nc1ccc(Oc2ccc(S(=O)(=O)N3CCCC3)cn2)cc1	.	-14%	4.9%	0%	-11%

Looked up one by one from the entries so far:
SMILES	PhoP GFP inhibition	tuberculosis growth	inhibitors of VEEV	M. tuberculosis HTS	influenza NS1A	others
COCCN(CC1CCCN(C2Cc3ccccc3C2)C1)C(=O)c1cccs1 (centres undefined)	10%	10%	0.8%	-2%	3%
CC(C)N(C(=O)CSc1nn2c(=O)c(C(C)(C)C)nnc2s1)c1ccccc1	4%	9%	4.0%	0%	-7%
Cc1nnc(SCc2nnc(-c3ccccc3Br)o2)s1	-5%	2%	1.4%	5%	1%
CCOC(=O)N1CCN(C(=O)COC(=O)CSc2cc(C)c(Br)cc2C)CC1	-1%	75%	4.3%	?	-5%

The list continues:
SMILES	PhoP GFP inhibition	tuberculosis growth	inhibitors of VEEV	M. tuberculosis HTS	influenza NS1A	others
Cc1nn(C)c(Oc2ccc(Cl)cc2)c1C=O	4%	-2%	i	3%	-9%
COc1ccc(NC(=S)N2CCN(C(c3ccccc3)c3ccccc3)CC2)c(OC)c1	9%	-8%	6.1%	-2%	12%
CCNC(=O)COc1cc(C)c(Br)c(C)c1	19%	16%	1.4%	2%	8%
Cn1c(C(=O)N2CCN(Cc3ccccc3)CC2)cc2c(=O)n(C)c3ccccc3c21	7%	22%	8.5%	1%	3%
CCOc1ccc(N2CC(C(=O)Nc3cccc(S(=O)(=O)N4CCCCC4)c3)CC2=O)cc1 (centres undefined)	7%	-6%	2.1%	7%	-24%
COc1ccc(-n2c(C(C)(C)C)csc2=Nc2c(C)n(C)n(-c3ccccc3)c2=O)cc1	-5%	-2%	1.2%	-6%	-1%
CCC(=O)N(Cc1cc2c(C)cc(C)cc2[nH]c1=O)C1CCCCC1	3%	14%	12%	-1%	-21%
CN1C(=O)/C(=C/C=C2\SCCN2C)N(C)C1=S	.	.	0.8%	.	8%
Cc1ccsc1C(C(=O)NCc1ccccc1)N(C(=O)c1csnn1)c1ccccc1 (centres undefined)	13%	-14%	i	-1%	9%
Cc1cc(C)nc(-n2ncc3c2CC(C)CC3=O)n1 (centres undefined)	5%	-15%	0.3%	-3%	.
Cc1cc(=O)[nH]c(=S)[nH]1	3%	-5%	1.1%	1%	1%
NC(=O)C1CCN(CC(=O)Nc2cc(Cl)ccc2Oc2ccccc2)CC1	-3%	0%	5.3%	13%	-3%
COc1cccc(OCc2nn[nH]n2)c1	12%	2%	0.4%	1%	-2%
COc1ccc(C(=O)N2CCN(c3ccccc3)CC2)cc1S(=O)(=O)NC1CC1	.	.	1.9%	.	-13%
COc1cccc2cc(C(C)N(CCCN3CCOCC3)C(=S)Nc3ccc(C)cc3)oc12 (centres undefined)	0%	5%	0.5%	-1%	13%
COC(=O)c1ccc(C)c(NC(=O)c2ccc(CN3CCc4ccccc4C3)cc2)c1	-5%	11%	0.0%	16%	-9%
Oc1[nH]c2ccccc2c1OCc1ccncc1	10%	0%	1.4%	4%	-3%
COc1ccc(/C=N/n2c(COc3ccccc3)n[nH]c2=S)cc1OC	2%	-19%	2.2%	10%	-2%
O=C1CCn2nc(-c3ccc(Cl)cc3)cc2N1	-6%	0%	0.3%	0%	2%
CCn1c(CCCNC(=O)c2cccs2)nc2ccccc21	-1%	-9%	0.2%	0%	2%
CC(=O)Cc1nsc(NC(=O)c2cccs2)n1	9%	6%	7.5%	-2%	7%
CC(=O)c1ccc(C(=O)N2CCCC(Nc3ccccc3)C2)s1 (centres undefined)	-3%	-2%	0.4%	-4%	-12%
CCCCCCc1cc2cc(-c3nnc(-c4ccccc4OC)o3)c(=O)oc2cc1O	-12%	9%	6.3%	-11%	-6%
CCn1c(COc2ccc3c(c2)CCCC3)nnc1SCC(=O)Nc1nccs1	-10%	-9%	i	-9%	1%
Cc1ccc(SCC(=O)N(C)CC(=O)Nc2cccc(F)c2)c(C)c1	-4%	0%	4.2%	-2%	9%
O=c1c2ccccc2nc2sc(Nc3ccc(F)cc3)nn12	.	-12%	0.4%	0%	4%	inhibitors of VEEV 10K pilot screen=1.2
N#Cc1ccc(OCC(=O)Nc2cc(S(=O)(=O)N3CCOCC3)ccc2N2CCOCC2)cc1	-9%	4%	i	-1%	-6%
O=C(Cn1cnc2c(cnn2-c2ccccc2Cl)c1=O)N1CCc2ccccc21	8%	3%	3.6%	-1%	-2%
O=C(CCc1ccccc1)NC(NC(=S)Nc1ccc(Cl)cc1)C(Cl)(Cl)Cl (centres undefined)	-3%	-3%	0.4%	3%	1%

4 neighbouring records already listed, quoted:
SMILES	PhoP GFP inhibition	tuberculosis growth	inhibitors of VEEV	M. tuberculosis HTS	influenza NS1A	others
CC(=O)Cc1nsc(NC(=O)c2cccs2)n1	9%	6%	7.5%	-2%	7%
CC(=O)c1ccc(C(=O)N2CCCC(Nc3ccccc3)C2)s1 (centres undefined)	-3%	-2%	0.4%	-4%	-12%
CCCCCCc1cc2cc(-c3nnc(-c4ccccc4OC)o3)c(=O)oc2cc1O	-12%	9%	6.3%	-11%	-6%
CCn1c(COc2ccc3c(c2)CCCC3)nnc1SCC(=O)Nc1nccs1	-10%	-9%	i	-9%	1%
